Source: PubChem
Cneo AK release: Cryptococcus neoformans lysis via adenylate kinase release; C. neoformans lysis, adenylate kinase release luminescence, 4 h; normalised: neutral wells 0, clomiphene wells 100; lysis activity, % at 15 µM; hit rate 0.2% among 360,000; AID 651654;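 active means mean lysis activity across replicates of at least 80%, whatever share of replicates individually reach that level; inactive means mean lysis activity below 80%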
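Material: C. neoformans cells; Schedule: 4 h static compound exposure, 37 °C, read 1 h post-reagent; Measured by: adenylate kinase release luminescence; Read-out: signal increase indicating cell lysis; Controls: Clomiphene as positive lysis control.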
PAX8 reporter: lowers PAX8-driven luciferase in RMG-I cells. RMG-I TPO-luciferase reporter, SteadyGlo, 24 h. inhibition, % at 12.6 µM. hit rate 1.2% among 360,000. AID 652154;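 active means mean replicate inhibition at least 60% with every replicate also reaching 60%; inconclusive means only one of the two criteria is met; inactive means mean below 60% and not all replicates reaching 60%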;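 further: luciferase light reporting Pax8 driven TPO promoter activity; plate controls were median of neutral control wells for no effect and mitoxantrone controls for full effect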
PGC1a acetyl inh: lowers PGC1a acetylation signal in U2OS cells | AlphaScreen anti-acetyl-lysine; with virally co-expressed GCN5 acetyltransferase | inhibition, % at 15.6 µM | hit rate 0.17% among 350,000 | AID 651687;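 active means every replicate shows inhibition of at least 40%; inconclusive means mean inhibition at least 40% but some replicate below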;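 further: 0% = neutral control wells and 100% = positive control wells; some results beyond the cut were filed as inactive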
EWS-Fli block: EWS/Fli transcriptional activity inhibition; A673 NR0B1-luciferase reporter, viability-normalised; inhibition, % at 12.6 µM; hit rate 0.67% among 350,000; AID 651661;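 active means mean inhibition of at least 50% after viability correction, with every replicate also passing that limit; inconclusive means mean reaches 50% but only one of two replicates passes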;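 further: firefly luciferase signal divided by Alamar Blue viability fluorescence both relative to DMSO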
miR122 inh: miR-122 inhibition in Huh7 cells; Huh7 miR-122 Renilla luciferase sensor, 48 h; neutral wells = 0, positive control = 100; hit rate 0.3% among 340,000; activation (reporter increase), % at 12.5 µM;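 active means mean replicate activation score at least 90 and every replicate individually at or above 90; inconclusive means only one of the two criteria met; inactive means neither criterion met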;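 further: higher luciferase means less miR-122 activity so hits act as miR-122 inhibitors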
FN deposit inh: fibronectin deposition inhibition | AH1F fibroblasts, Alexa488-fibronectin deposition fluorescence, overnight | inhibition, % at 12.6 µM | hit rate 0.086% among 350,000 | AID 743247;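 active means mean inhibition across replicates of 30% or more, regardless of how many single replicates reach that level; inconclusive means mean under 30% yet at least half of replicates reach 30%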;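 further: positive control wells lacked labelled fibronectin entirely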
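Material: AH1F fibroblast monolayer depositing Alexa488-labelled fibronectin into matrix / Amount: 10000 AH1F cells per well / Signal: fluorescence 485/525 nm / Medium: DMEM, 2% serum / Compound: single dose, pinned / Incubation: 1 h cell adhesion before compound, then overnight fibronectin incubation / Reagent: Alexa488-FN, 24 nM final / Read-out: inhibition of fibronectin deposition signal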
CASP6 VEID inh: blocks human caspase-6 cleavage activity; purified caspase-6, Z-VEID-R110 cleavage fluorescence; inhibition, % at 12.5 µM; hit rate 0.53% among 350,000;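 active means mean inhibition across replicates at least about 35%, with every replicate also reaching that limit, limit read from the data; inconclusive means only one of the two criteria met; inactive means neither criterion met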;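 further: 0% = median of neutral control wells and 100% = no fluorescence left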
Target sequence (P55212 24-179 limits assumed): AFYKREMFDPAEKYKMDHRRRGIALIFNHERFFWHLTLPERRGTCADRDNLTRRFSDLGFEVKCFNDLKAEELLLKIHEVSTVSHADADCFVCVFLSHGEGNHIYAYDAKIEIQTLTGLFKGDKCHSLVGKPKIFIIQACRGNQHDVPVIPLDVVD
Target sequence (P55212 194-293 limits assumed): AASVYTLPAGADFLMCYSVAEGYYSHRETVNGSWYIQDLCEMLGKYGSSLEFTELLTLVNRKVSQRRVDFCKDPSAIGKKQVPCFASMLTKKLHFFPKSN
LGR2 antag: inhibitors of bursicon-induced Drosophila LGR2 receptor cAMP signaling; HEK293 LGR2, CRE-luciferase, bursicon-stimulated, 4 h; AID 720647; inhibition, % at 9.99 µM; hit rate 0.35% among 380,000;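 active means drop in luminescence signal, shown as inhibition above about 50% in the replicate tests, limit read from the data, passing the limit was not always enough; inconclusive means probably only some replicates passing the limit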;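 further: agonist challenge used bursicon conditioned medium at about half maximal strength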
* hit, by the source's call; ? = inconclusive; nt = not tested or not shown; [ ] = remark or other dose.

mol	Cneo AK release	PAX8 reporter	PGC1a acetyl inh	EWS-Fli block	miR122 inh	FN deposit inh	CASP6 VEID inh	LGR2 antag
Cc1nc(C)n(C(C)CNC(=O)c2ccccc2)n1 (configuration not stated)	-1	9	nt	3	nt	3	-1	5
O=C(O)c1ccc(Sc2ccccn2)c([N+](=O)[O-])c1	-13	-3	8	18	-6	-23	1	14
O=C(NCCN1CCCC1)[C@H]1[C@H](CO)[C@H]2Cn3c(cccc3=O)[C@@H]1N2C(=O)NC1CCCC1	nt	-7	nt	-8	nt	nt	4	-5
O=C(C[C@H]1C[C@@H]2c3cc(NC(=O)NC4CCCC4)ccc3O[C@@H]2[C@@H](CO)O1)NCCN1CCCCC1	-3	-12	-2	-8	3[16.7 µM]	-11	-6	0
COc1ccc(NC(=O)c2ccc(COCC(F)(F)C(F)F)cc2)cc1	nt	-17	nt	-21	nt	-2	1	-10
CC1(C(=O)NS(=O)(=O)Cc2ccccc2)CCN1C(=O)C1(c2ccc(Cl)cc2)CC1 (configuration not stated)	0	-5	2	2	7	2	1	22
Cc1ccnc(NS(=O)(=O)c2ccc(NC(=O)C34CC5CC(C)(CC(C)(C5)C3)C4)cc2)n1	nt	7	-2	nt	18	nt	1	12
COc1ccccc1C1CC(=O)Oc2cc(C)c(Cl)c(C)c21 (configuration not stated)	1	14	-5	-6	0	-5	-3	-5
CCOc1ccccc1NC(=O)Cc1c(F)cccc1Cl	-1	-20	-3	4	-3	-1	0	nt
COc1cccc2cc(C(=O)NCc3ccco3)c(=Nc3ccc(C(=O)O)cc3)oc12	-1	nt	2	-13	-1	nt	-1	-4
CCC(=O)N1CCc2cc(S(=O)(=O)CCC(=O)N3CCCC(C)C3)ccc21 (configuration not stated)	1	-7	6	nt	-1	-1	4	16
C[C@@H]1CCCCO[C@H](CN(C)Cc2ccc3c(c2)OCO3)[C@@H](C)CN([C@H](C)CO)C(=O)c2cc(NC(=O)Nc3ccc(F)cc3)ccc2O1	-2	-9	8	-9	7[16.7 µM]	nt	-3	4
CCCNC(=O)N1C[C@@H](C)[C@@H](OC)CN(C)C(=O)c2cc(NS(=O)(=O)CC)ccc2OC[C@@H]1C	18	-2	nt	2	1[16.7 µM]	5	-3	6
O=C(CSCc1c(F)cccc1Cl)NCc1ccncc1	0	1	-5	0	-5	7	2	5
CC(=O)N1c2ccc(S(=O)(=O)N3CCCC(C(=O)NCc4ccc(Cl)cc4)C3)cc2CC1C (configuration not stated)	nt	38	4	27	-2	7	0	7

Following part:
mol	Cneo AK release	PAX8 reporter	PGC1a acetyl inh	EWS-Fli block	miR122 inh	FN deposit inh	CASP6 VEID inh	LGR2 antag
O=C(CSc1nnc(CNC(=O)c2c(F)cccc2F)o1)NCc1ccc2c(c1)OCO2	1	-4	-3	-1	-8	-13	0	-11
CCOC(=O)N1CCC(NC(=O)c2cc3ccccn3n2)CC1	1	-2	nt	-9	nt	3	-2	0
CC[C@]12c3[nH]c4ccccc4c3CCN1C(=O)C(CC(=O)NCCCN(C)C)C[C@@H]2C(=O)N1CCN(C(=O)c2ccco2)CC1 (some centres not stated)	-4	-8	4	-4	-7	1	-32	-18
O=C(CSc1nnc(CNC(=O)c2cccs2)o1)Nc1ccc2c(c1)OCO2	0	-1	-2	nt	3	-4	nt	nt
Cc1cc(=O)n2c3c(c4c(cc13)c(CN(C)C)cc(=O)n4C)OC2	nt	104*	11	?	-1	10	99*	105*
COC(=O)[C@@]12C[C@@H](CC(=O)N3CCCC3)C(=O)N(Cc3ccccc3)C1=CCC(C)(C)C2	nt	3	nt	-15	nt	9	-2	14
Cc1ccc(NC(=S)NCc2ccc(S(N)(=O)=O)cc2)c(C)c1	nt	8	17	-7	nt	-1	1	-16
CCOc1ccc2nc(SCC(=O)NCc3ccccc3OC)[nH]c2c1	0	-5	nt	-1	nt	3	3	10
Cc1cc(C)n(Cc2cccc(C(=O)N/N=C/c3ccncc3)c2)n1	0	-2	1	0	4	0	-3	-8
Cc1ccc(S(=O)(=O)c2nc(S(=O)(=O)c3ccc(C)cc3)c(NCc3ccco3)s2)cc1	nt	nt	11	12	16	nt	3	3
COc1cc(CC(=O)N2CCN(C(=O)C3CCCO3)CC2)cc(OC)c1OC (configuration not stated)	8	-16	-3	-1	-21	-8	-3	1
O=C(COC(=O)c1ccc(OC(F)(F)F)cc1)Nc1ncccn1	0	-12	1	0	-6	-4	1	-4
CC(c1ccccc1)N1CC(C(=O)N2CCN(Cc3ccc(C#N)cc3)CC2)CC1=O (configuration not stated)	2	15	12	10	-11	-4	1	7
COc1ccc(-n2nc3ccc(N)cc3n2)cc1Cl	0	-105	16	-11	-5	-4	-4	-15
C[C@@H]1CCCCO[C@@H](CN(C)Cc2ccccc2)[C@H](C)CN([C@@H](C)CO)C(=O)c2cc(NC(=O)Nc3ccccc3)ccc2O1	51	-8	13	-41	3[16.7 µM]	4	-2	0

New compounds follow:
mol	Cneo AK release	PAX8 reporter	PGC1a acetyl inh	EWS-Fli block	miR122 inh	FN deposit inh	CASP6 VEID inh	LGR2 antag
O=C(O)c1ccn(COc2ccc(Br)cc2)n1	nt	-8	-8	0	nt	3	nt	-7
O=C(OCC(=O)N1CCc2ccccc21)c1ccc(Cl)nc1	-2	nt	0	nt	-9	15	nt	nt
C[C@@H]1CN([C@H](C)CO)C(=O)c2cc(NS(=O)(=O)c3ccccc3)ccc2O[C@@H]1CN(C)S(=O)(=O)c1ccc(F)cc1	nt	-3	-12	6	37[16.7 µM]	nt	nt	0
C[C@H]1CN([C@@H](C)CO)C(=O)c2cc(C#Cc3ccncc3)cnc2O[C@H]1CN(C)C(=O)c1ccccc1F	-4	-8	-5	-3	-6[16.7 µM]	-6	-1	-4
Cc1ccc(C(C)C)c(OCCCN2CCc3ccccc3C2)c1	4	1	nt	29	0	0	-9	0
O=[N+]([O-])c1ccccc1S(=O)(=O)N1CCN(Cc2ccc(OCCO)cc2)CC1	1	5	8	7	nt	nt	-2	nt
COc1ccc(O)c(C(=O)c2cnc3c(c2)c(-c2ccc(F)cc2)c(C#N)c(=O)n3C)c1	nt	-3	nt	-2	nt	-13	1	18
O=C(NCCO)/C(=C/c1ccco1)NC(=O)c1ccco1	nt	8	1	1	nt	3	-3	nt
O=S(=O)(Nc1cccc(-n2cnnn2)c1)c1cnc(Cl)c(Cl)c1	13	13	0	-14	6	-6	4	5
COc1ccc(NC(=O)CSc2nc3c(c(=O)n2C)SCC3)cc1OC	2	20	nt	nt	nt	-8	4	1
O=C(CSc1nnc(COc2ccccc2)o1)Nc1nccs1	4	-16	-6	-4	-6	2	3	-5
CCc1noc(C)c1C(=O)N1CCN(S(=O)(=O)c2ccc(Br)cc2)CC1	1	5	4	-3	-8	1	3	7
C[C@H]1CN([C@@H](C)CO)C(=O)c2cc(/C=C/c3ccccc3)cnc2O[C@H]1CN(C)C(=O)C1CC1	nt	nt	-2	-1	-1[16.7 µM]	-1	nt	-4
CCCC(=O)Nc1sc2c(c1C(=O)Nc1ccccn1)CCCC2	-1	-1	-10	9	5	3	12	nt
C[C@@H]1CCCCO[C@@H](CN(C)Cc2ccncc2)[C@@H](C)CN([C@@H](C)CO)C(=O)c2cc(NC(=O)Nc3ccc4c(c3)OCO4)ccc2O1	-8	5	-2	-16	-2[16.7 µM]	nt	-2	-4

A second format for part of the listing above:
Every second line gives: Cneo AK release | PAX8 reporter | PGC1a acetyl inh | EWS-Fli block | miR122 inh | FN deposit inh | CASP6 VEID inh | LGR2 antag
C[C@H]1CN([C@@H](C)CO)C(=O)c2cc(/C=C/c3ccccc3)cnc2O[C@H]1CN(C)C(=O)C1CC1
→ nt | nt | -2 | -1 | -1[16.7 µM] | -1 | nt | -4
CCCC(=O)Nc1sc2c(c1C(=O)Nc1ccccn1)CCCC2
→ -1 | -1 | -10 | 9 | 5 | 3 | 12 | nt

Next part:
mol	Cneo AK release	PAX8 reporter	PGC1a acetyl inh	EWS-Fli block	miR122 inh	FN deposit inh	CASP6 VEID inh	LGR2 antag
CCOCCCNc1ncnc2c1nc1n2CCCC1	-3	4	11	-6	1	nt	-3	-11
COCCc1nnc(NC(=O)Cc2ccccc2)s1	6	nt	3	nt	0	nt	nt	-16
Cc1ccc(NC(=O)COC(=O)c2cccc(N3C(=O)c4ccccc4C3=O)c2)cc1	2	-18	8	-12	-6	-2	-3	-18
COc1ccc(S(=O)(=O)N(C)C[C@H]2Oc3ccc(NC(=O)Nc4ccc(C(F)(F)F)cc4)cc3CC(=O)N([C@@H](C)CO)C[C@@H]2C)cc1	0	-26	-5	-16	-4[16.7 µM]	nt	3	5
COc1ccc(C2C(C(=O)Nc3cc(C)on3)c3ccccc3C(=O)N2C)cc1OC (configuration not stated)	3	nt	-2	nt	4	2	nt	nt
CN(C)S(=O)(=O)c1cccc(C(=O)Nc2ccccc2)c1	nt	-27	7	-3	nt	2	1	-29
O=C(CC(=O)NCCc1ccccc1)NCCc1ccccc1	-2	0	-11	1	-5	5	-4	15
C[C@H]1CN([C@@H](C)CO)C(=O)c2cc(NC(=O)Cc3ccccc3)ccc2O[C@@H]1CN(C)S(=O)(=O)c1ccccc1	51	-2	18	8	10[16.7 µM]	nt	-2	1
COc1ccccc1NC(=O)Nc1nc(CC(=O)NCc2c(F)cccc2F)cs1	1	-14	3	-3	0	8	7	-13
CC1(C(=O)OCC(=O)Nc2ccc3ccccc3c2)CC1(Cl)Cl (configuration not stated)	6	-58	-2	-11	-4	-12	1	-53
CCOc1cc(C(=O)NC(=S)Nc2ccc(Cl)c(C(=O)O)c2)cc(OCC)c1OCC	nt	2	-11	3	nt	-1	3	0
CCCCN(C=O)c1c(CC)nc2c(OCC(=O)C(C)(C)C)cccn12	-1	8	nt	-10	-3	2	1	-5
CCc1ccc(NC(=O)c2cccc(NC3=NC4CS(=O)(=O)CC4S3)c2)cc1 (configuration not stated)	0	-24	-6	-13	11	5	0	4
CC(C)CN(C(=O)c1cccc(F)c1)c1c(N)n(CC(C)C)c(=O)[nH]c1=O	0	-16	nt	4	-2	-14	-1	6
O=C(NCc1ccco1)C(=O)NCC(c1ccco1)N1CCOCC1 (configuration not stated)	nt	-5	14	6	nt	2	2	16

Other records follow:
mol	Cneo AK release	PAX8 reporter	PGC1a acetyl inh	EWS-Fli block	miR122 inh	FN deposit inh	CASP6 VEID inh	LGR2 antag
COc1ccc(CN(C)C[C@H]2Oc3c(NS(=O)(=O)c4ccccc4)cccc3C(=O)N([C@H](C)CO)C[C@@H]2C)cc1	47	nt	-4	0	49[16.7 µM]	nt	nt	-4
O=S1(=O)NC2c3ccccc3CC2O1 (configuration not stated)	4	17	nt	6	nt	-3	17	-10
O=C(NC1CCC1)[C@H]1[C@H](CO)[C@H]2Cn3c(ccc(C4=CCCC4)c3=O)[C@@H]1N2C(=O)c1ccccc1	1	nt	nt	3	-8[16.7 µM]	nt	-2	-2
O=C(COc1ccc(Cl)cc1)NC1CC1	-1	-3	0	1	-4	-2	-2	10
CCn1c(CNc2ccc(Cl)cc2)nnc1SCc1ccccc1	0	-12	-3	nt	25	-12	nt	nt
O=C1NC[C@H](CCCCN2CCN(CCc3ccccc3)C(=O)C2=O)N(Cc2ccccc2)C1=O	nt	-11	nt	0	nt	9	3	0
COC(=O)c1cc2oc(C)cc2n1CC(=O)N1CCCc2ccccc21	-2	nt	-12	4	-7	nt	6	14
Nc1ncnc2c1ncn2[C@@H]1O[C@H](CNCc2ccccc2OCc2ccc(Cl)cc2Cl)[C@@H](O)[C@H]1O	-1	-7	-1	0	0	1	2	7
